Screens: PubChem BioAssay, several laboratories
STK33 inh = human STK33 kinase inhibition | AID 2661 | hit rate 0.073% among 320,000 | inhibition, % at 10 µM | purified STK33, MBP phosphorylation, ADP-Glo luminescence;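 active = inhibition at or above 25%, using the most active replicate where run in duplicate; inactive = inhibition below 25%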
Target sequence (Q9BYT3 whole entry, looked up): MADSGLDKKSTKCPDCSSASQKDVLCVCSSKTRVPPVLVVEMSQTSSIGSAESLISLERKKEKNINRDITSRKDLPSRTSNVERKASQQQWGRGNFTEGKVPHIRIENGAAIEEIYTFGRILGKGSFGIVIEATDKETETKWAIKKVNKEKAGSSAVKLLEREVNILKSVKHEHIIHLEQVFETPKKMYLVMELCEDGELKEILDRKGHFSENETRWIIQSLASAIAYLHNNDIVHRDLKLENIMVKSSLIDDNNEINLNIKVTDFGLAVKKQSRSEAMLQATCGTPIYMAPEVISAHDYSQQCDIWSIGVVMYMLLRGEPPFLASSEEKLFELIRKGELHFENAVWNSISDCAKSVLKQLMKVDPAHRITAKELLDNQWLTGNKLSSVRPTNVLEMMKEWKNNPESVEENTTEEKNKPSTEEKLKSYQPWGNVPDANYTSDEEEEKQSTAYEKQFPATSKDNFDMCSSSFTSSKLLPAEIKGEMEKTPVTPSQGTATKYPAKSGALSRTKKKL
Kir21 block = inhibitors of mouse Kir2.1 inward-rectifier potassium channel | P35561 | HEK293-Kir2.1, FluxOR thallium flux fluorescence; stronger effect = lower value | B-score at 10 µM | hit rate 0.85% among 310,000;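 active = fluorescence ratio B-score at or below minus 3 SD of library scores, with starting-brightness B-score within 2 SD, cut at about -4.2 in these data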;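 note: channel flux triggered by added potassium and thallium sulfate stimulus; B-score of peak minus minimum fluorescence over baseline after thallium stimulus; more negative B-score means stronger Kir2.1 block with less thallium influx; some compounds called inactive have numbers as strong as hits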
Target sequence (P35561 whole entry, looked up): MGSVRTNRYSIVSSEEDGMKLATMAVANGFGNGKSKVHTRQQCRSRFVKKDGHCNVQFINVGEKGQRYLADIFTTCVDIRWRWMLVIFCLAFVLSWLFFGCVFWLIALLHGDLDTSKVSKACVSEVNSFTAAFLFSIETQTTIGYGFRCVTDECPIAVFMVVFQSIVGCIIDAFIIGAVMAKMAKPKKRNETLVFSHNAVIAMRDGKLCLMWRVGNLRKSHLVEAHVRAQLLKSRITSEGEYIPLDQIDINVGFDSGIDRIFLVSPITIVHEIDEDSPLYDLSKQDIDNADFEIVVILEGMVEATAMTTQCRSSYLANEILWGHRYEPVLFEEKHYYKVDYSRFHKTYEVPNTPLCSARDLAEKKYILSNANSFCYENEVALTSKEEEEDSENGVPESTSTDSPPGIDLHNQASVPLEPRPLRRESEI
An asterisk follows results filed as active; . = not tested or not shown.

No.	Molecule	Kir21 block	STK33 inh
1	COc1ccccc1NC(=O)CC1Nc2ccccc2NC1=O (stereo not drawn)	0.47	1.5
2	COc1ccccc1C(=O)Nc1nnc(-c2ccc3c(c2)CCCC3)o1	-0.1	0.3
3	CN(c1ccccc1)c1nc(N)c([N+](=O)[O-])c(Nc2ccc(F)cc2)n1	-0.8	-3.2
4	O=C(COC(=O)Cc1ccc(Cl)cc1)NCCc1ccccc1	.	-1.4
5	O=C(CCN1C(=O)c2ccccc2C1=O)Nc1ccc(F)cc1	-0.77	-0.8
6	COc1ccc(C(CNCC(O)COc2c(C)ccc(C)c2C)N(C)C)cc1 (stereo not drawn)	-2.9	-1.6
7	Cn1c(=O)c2cc(S(=O)(=O)NCCC(=O)Nc3ccccc3F)ccc2n(C)c1=O	1.1	-0.8
8	CCOC(=O)c1c(S(=O)(=O)NCC2CCN(CCc3cccs3)CC2)c(C)n(C)c1C	-0.01	-0.9
9	O=C(O)CCn1cc(C(=O)O)c(-c2ccccc2)n1	0.26	-1.1
10	CCC(C)(C)NC(=O)CN(C(=O)c1snc(C(N)=O)c1N)c1ccc2nc(C)sc2c1	0.99	-0.5
11	COc1ccc(/C=C/C(=O)c2nc3ccccc3n2CC(=O)c2ccc(OC)cc2)cc1	-0.98	-0.4
12	Cc1nc2ccccc2c(=O)n1NC(=O)c1ccccc1[N+](=O)[O-]	0.13	-1.6
13	CC(C)(C)N1C(=O)[C@H]2[C@@H](c3ccc(Br)cc3)N3C(=O)N(c4cccc(Cl)c4)C(=O)[C@@]3(Cc3ccccc3)[C@H]2C1=O	-0.55	0.6
14	COc1ccc(C(=O)Nc2c(N)nc(SCC(=O)NCC3CCCO3)[nH]c2=O)cc1 (stereo not drawn)	0.67	2.5
15	CC(=O)Nc1ccc(S(=O)(=O)Nc2nc3ccc([N+](=O)[O-])cc3s2)cc1	0	-0.5
16	CC(NC(=O)Cc1ccsc1)c1ccc(F)cc1 (stereo not drawn)	0.11	0.5
17	Cc1cccc(Nc2nc(N)nc(CN3CCN(c4ccc(F)cc4)CC3)n2)c1	-0.07	-0.2
18	OC(COc1ccc(F)cc1Cl)CN1CCC(Cc2ccccc2)CC1 (stereo not drawn)	-3.4	0.9
19	CCOC(=O)c1c(C)[nH]c(C)c1S(=O)(=O)NCc1ccccc1OCC	-1.6	-0.6
20	COCCNC(=O)C(OC(=O)C1=Cc2ccccc2OC1)C(C)C (stereo not drawn)	-0.79	-0.5
21	O=C(CCCN1C(=O)C(c2ccccc2)Oc2cccnc21)NCc1ccccc1F (stereo not drawn)	0.88	0.1
22	O=C(c1ccco1)N1CCc2[nH]nc(-c3ccc(Cl)cc3)c2C1	3	6.2
23	O=C(NC1CCCC1)C(c1cccs1)N(Cc1ccco1)C(=O)c1csnn1 (stereo not drawn)	0.76	-1.0
24	O=C(Cc1ccccc1)NN1C(=O)c2ccccc2C1=O	-0.51	-1.3
25	COCCN(CCOC)C(=O)CN1C(=O)NC2(CCCc3sccc32)C1=O (stereo not drawn)	-0.06	0.4
26	Cc1[nH]n(-c2ccccc2)c(=O)c1C=Nc1ccc(S(=O)(=O)NC(N)=O)cc1	-0.04	2.6
27	Cc1ccc(NC(=O)c2nnn(-c3cccc(C(F)(F)F)c3)c2N)cc1	-1.6	-1.0
28	Cc1nn(C(C)c2n[nH]c(=S)n2-c2cccc(Cl)c2)c(C)c1[N+](=O)[O-] (stereo not drawn)	0.1	-0.8
29	O=S(=O)(NCCc1csc(-c2cccnc2)n1)c1cccc(F)c1	-1.2	-0.8
30	C#CCOCCOCCOCCNc1nc(N2CCN(C(=O)[C@H](Cc3ccc(O)cc3)n3cc([C@@H](N)CC(C)C)nn3)CC2)nc(N2CCN(C(=O)[C@H](Cc3cc4ccccc4[nH]3)n3cc([C@@H](N)CC(C)C)nn3)CC2)n1	-0.02	0.3
31	O=C(c1ccc(N2CCCC2)c([N+](=O)[O-])c1)N1CCN(CCO)CC1	-0.04	0.3
32	Cc1ccc(Cn2nnc3c(=O)n(CC(=O)NCC4CCCO4)cnc32)cc1 (stereo not drawn)	0.37	-2.7
33	Cc1nn(Cc2ccccc2)c(Cl)c1C(=O)OCc1nnc(-c2ccc(Cl)cc2)o1	-0.6	-2.0
34	COc1cc2c(C(F)(F)F)c(-c3ccsc3)oc(=O)c2cc1OC	.	-3.2
35	COc1ccc(C(=O)N/N=C/c2cccc3cccnc23)cc1	-0.14	0.6
36	NS(=O)(=O)c1ccc(CCNC(=O)c2ccccc2-c2ccccc2)cc1	-0.2	-0.5
37	COc1cccc(C(=O)NC(C)c2ccc(Br)cc2)c1 (stereo not drawn)	1.3	-2.6
38	COc1ccc(NC(=O)Cn2nnc(C(=O)NCc3ccccc3)c2N)cc1Cl	0.26	.
39	CCOc1cnc(-c2c(-c3ccccc3Cl)noc2C)o1	-2.2	-0.9
40	COC(=O)c1ccc(NC(=O)c2ccc(NS(=O)(=O)c3cccc4cccnc34)cc2)cc1	-0.6	0.9
41	O=c1c2cc(N3CCOCC3)ccc2[nH]c(=S)n1CCCN1CCN(c2ccccc2F)CC1	.	-0.2
42	COc1ccc(N2CC(NS(=O)(=O)c3cccs3)CC2=O)cc1OC (stereo not drawn)	-0.97	-0.5
43	CCCc1cc(C(=O)NC2CCCN(Cc3ccccc3F)C2)no1 (stereo not drawn)	1.4	-0.2
44	Cc1ccccc1CCNC(=O)C1CCCN(c2cnccn2)C1 (stereo not drawn)	0.02	.
45	O/N=C(\c1ccccn1)C1CC1c1ccccc1 (stereo not drawn)	-0.51	-0.5
46	O=S(=O)(c1cccc2cnccc12)N1CCNCC1	.	14
47	CCOc1ccc(-n2nc(C(=O)NC3CCCCC3)c3ccccc3c2=O)cc1	-0.99	0.1
48	COc1ccc(-c2csc(NC(=O)CCCc3nc4ccccc4c(=O)[nH]3)n2)cc1OC	-0.2	-1.7
49	CC(Sc1nnnn1-c1ccc(Cl)cc1)C(=O)NCC(=O)Nc1ccc(F)c(F)c1F (stereo not drawn)	0.06	-1.0
50	COc1cccc(N(C(=O)c2snc(C(N)=O)c2N)C(C(=O)NCC2CCCO2)c2ccc3ncccc3c2)c1 (stereo not drawn)	0.63	-0.3

Next part.
No.	Molecule	Kir21 block	STK33 inh
51	COC(=O)c1noc(C)c1-c1ccnn1C(=O)c1ccc(C)cc1	0.95	-0.1
52	C#CCOCCOCCOCCNc1nc(N2CCN(C(=O)CCCCCCCCCCNC(=O)[C@H](CCCCN)n3cc(C[C@@H](C)CC)nn3)CC2)nc(N2CCN(C(=O)CCCCCCCCCCNC(=O)[C@H](CCCN=C(N)N)n3cc(C[C@@H](C)CC)nn3)CC2)n1	.	29*
53	CCOc1cc(C2C(C#N)=C(N)OC(C)=C2C(C)=O)cc(Br)c1O (stereo not drawn)	0.01	0.9
54	CCCN1CCN(CCCNC(=O)Cn2nc(-c3ccccc3)ccc2=O)CC1	-0.22	-0.6
55	COc1ccccc1C(CNC(=O)c1ccco1)N1CCCC1 (stereo not drawn)	.	-0.4
56	CC(=O)Nc1ccc(C(=O)CS(=O)(=O)c2ccc(C)cc2)cc1	-0.35	-0.4
57	O=C1OC(C(=O)Nc2nccs2)Cc2ccccc21 (stereo not drawn)	-1.2	-1.3
58	CSc1cccc(CN2CCCC(C(=O)Nc3cccc(-n4cccn4)c3)C2)c1 (stereo not drawn)	-0.94	-1.6
59	CCOc1ccc(-n2c(SCc3ccc([N+](=O)[O-])cc3)nnc2-c2ccccc2)cc1	-0.18	2.1
60	O=C(OCC(=O)N1CCOCC1)c1c(Cl)ccc(Cl)c1Cl	0.23	-0.1

Entries from the list above that have two or more sulfur atoms (6):
No.	Molecule	Kir21 block	STK33 inh
8	CCOC(=O)c1c(S(=O)(=O)NCC2CCN(CCc3cccs3)CC2)c(C)n(C)c1C	-0.01	-0.9
10	CCC(C)(C)NC(=O)CN(C(=O)c1snc(C(N)=O)c1N)c1ccc2nc(C)sc2c1	0.99	-0.5
15	CC(=O)Nc1ccc(S(=O)(=O)Nc2nc3ccc([N+](=O)[O-])cc3s2)cc1	0	-0.5
23	O=C(NC1CCCC1)C(c1cccs1)N(Cc1ccco1)C(=O)c1csnn1 (stereo not drawn)	0.76	-1.0
29	O=S(=O)(NCCc1csc(-c2cccnc2)n1)c1cccc(F)c1	-1.2	-0.8
42	COc1ccc(N2CC(NS(=O)(=O)c3cccs3)CC2=O)cc1OC (stereo not drawn)	-0.97	-0.5

Carrying on:
No.	Molecule	Kir21 block	STK33 inh
61	Cc1c(Cl)cccc1NC(=O)Nc1ccc(C(=O)N2CCCC2)cc1	0.59	-2.6
62	COCCCNC(=O)Cn1ccc(N)nc1=O	.	-0.5
63	O=C(CSc1nnnn1Cc1ccccc1)Nc1ccc2c(c1)OCCO2	0.86	-0.3
64	Cc1cccn2c(=O)c(/C=C3\SC(=S)NC3=O)c(NCCCN3CCOCC3)nc12	-0.49	-0.6
65	CN(c1ccccc1)S(=O)(=O)c1cc(C(=O)Nc2nc3ccccc3[nH]2)ccc1Cl	-0.03	-1.0
66	CC(=O)N1NC(=Nc2ccccc2)SC1(C)C	-0.58	1.7
67	O=C(OCC(=O)N1CCN(c2ccccc2)CC1)c1ccccc1NCCO	0.62	-1.1
68	CC1CCCCN1CCCNc1ccc(C(CC(N)=O)NC(=O)Cc2ccc(Cl)cc2)cc1[N+](=O)[O-] (stereo not drawn)	-0.89	-1.1
69	COc1cc(CNCCN(C)C)ccc1OCc1c(F)cccc1Cl	-1.4	1.4
70	COc1ccc(NC(=O)CSc2nc3[nH]ncc3c(=O)n2-c2ccccc2OC)cc1OC	-0.28	-0.4
71	CC(C)/C=C1\CCCCC1N(C)C(=O)NC(C)C (stereo not drawn)	0.65	1.4
72	NC(=O)c1ccc(Oc2ccc3c(c2)CCC3)c([N+](=O)[O-])c1	0.91	-0.7
73	Cc1ccc(S(=O)(=O)NC(=O)Nc2cccc([N+](=O)[O-])c2)cc1	0.44	-0.9
74	Cn1c2ccccc2c2nnc(SCC(=O)Nc3ccccc3F)nc21	-3	-1.5
75	CCOC(=O)c1c(NC(=O)CN2C(=O)NC3(CCCCC3C)C2=O)sc(C)c1C (stereo not drawn)	-1.4	-1.5
76	CCCC(=O)NC(c1ccco1)c1cc([N+](=O)[O-])c2cccnc2c1O (stereo not drawn)	-0.1	-0.6
77	Cc1ccc(O)c(Nc2c3ccccc3nc3ccccc23)c1	-3.6	-0.6
78	O=C(NCCCN1CCOCC1)c1ccc(CSCc2cccc(Cl)c2)o1	-0.15	0.0
79	O=C(OCc1nnc(-c2ccccc2)o1)c1ccc([N+](=O)[O-])s1	.	-0.7
80	O=C(Nc1ccc2c(c1)OCCO2)c1ccc(CN2CCOCC2)cc1	0.68	-0.5
81	CCC1CCCCN1S(=O)(=O)Cc1ccccc1Cl (stereo not drawn)	-4.1	-0.6
82	Cn1ncc([N+](=O)[O-])c1C(=O)Nc1ccc(-c2nc3ccccc3[nH]2)cc1	-0.02	1.8
83	CC(=O)Nc1ccc(C(=O)Nc2ccc(S(=O)(=O)N3CCOCC3)cc2)cc1	3.3	-1.6
84	O=C(c1cc2c(ccc3ccccc32)oc1=O)N1CCN(CCO)CC1	-0.86	5.0
85	CCOC(=O)c1ccc(Nc2nc(-c3cccnc3)nc3ccccc23)cc1	-0.74	-1.1
86	Cc1csc(NC(=O)CSc2nnc(NC(=O)COc3ccccc3)s2)n1	0.93	.
87	COc1cccc(C(c2nnnn2C(C)(C)C)N2CCN(C3CCCCC3)CC2)c1OC (stereo not drawn)	-1.2	.
88	CCCC1(C(=O)OC)NC(c2ccco2)C2C(=O)N(c3ccc(C)cc3)C(=O)C21 (stereo not drawn)	0.58	-1.4
89	N#Cc1ccc(COC(=O)c2ccc3c(=O)[nH]c(CN4CCOCC4)nc3c2)cc1	-0.35	0.3
90	O=C(Cn1cnc2c(nnn2Cc2ccc(F)cc2)c1=O)NCC1CCCO1 (stereo not drawn)	-0.11	0.7
91	COc1ccccc1NC(=O)Cn1cnc2c(oc3nc4c(cc32)CCCC4)c1=O	0.57	-1.1
92	CCCC1(C(=O)OC)NC(c2ccc(OC)c(OC)c2)C2C(=O)N(c3cccc(C(C)=O)c3)C(=O)C21 (stereo not drawn)	0.18	-1.6
93	COc1ccc(C(CCN2CCN(c3ccccc3)CC2)c2c(OC)cc(OC)c3c(-c4ccccc4)cc(=O)oc23)cc1 (stereo not drawn)	1.4	1.3
94	Cc1cccc(-n2c(C)n[nH]c2=S)c1C	-0.52	-1.4
95	O=C(COC(=O)c1ccccc1O)NC(c1ccccc1)c1ccccc1	.	0.2
96	CCCOc1ccc(-c2c(C(=O)N/N=C/c3ccc(OC)cc3)nnn2-c2nonc2N)cc1	-0.07	0.8
97	COC(=O)Nc1ccc(S(=O)(=O)N2CCCC(C(=O)N3CCCCCC3)C2)cc1 (stereo not drawn)	0.12	-2.2
98	S=C(NC1CCCCC1)N1CCN(Cc2ccccc2Cl)CC1	0.62	1.0
99	COc1ccccc1C(=O)NC(=O)CSc1ccc(C)c(C)c1	.	-1.8
100	Cc1cc2nnc(SCC(=O)N3CCN(c4ccccc4)CC3)n2c(N)n1	0.42	-0.3
101	O=C(COC(=O)CCC(NC(=O)OCc1ccccc1)C(=O)OCC(=O)Nc1ccccc1)Nc1ccccc1 (stereo not drawn)	1.1	-0.2
102	COc1cccc(CN(C(=O)c2ccccc2)C2CCS(=O)(=O)C2)c1 (stereo not drawn)	0.03	0.7
103	C=CCOc1ccc(-c2nc3c(c(=O)[nH]c(=O)n3CCCC)n2C)cc1Br	-0.59	-2.0
104	Cn1nnnc1SCCNCc1ccncc1	0.38	-0.6
105	CCC1c2ccc(C)n2CCN1C(=O)Nc1ccccc1C(=O)OC (stereo not drawn)	1.4	-0.8
